Screening data (PubChem)
Cneo AK release = causes C. neoformans cell lysis; 360,000 compounds, 0.2% hits; AID 651654; lysis activity, % at 15 µM; adenylate kinase release luminescence, 4 h; normalised: neutral wells 0, clomiphene wells 100;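 active means mean lysis activity across replicates of at least 80%, whatever share of replicates individually reach that level; inactive means mean lysis activity below 80%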
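read-out = cell lysis signal | test system = log-phase Cryptococcus neoformans yeast cells | input = cells at 5 × 10^6 per mL | medium = fresh YPD growth medium | signal = luminescent adenylate kinase detection reagent | timing = 4 h at 37 °C static, read 1 h later | dosing = single dose | controls = Clomiphene as positive lysis control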
PGC1a acetyl inh = lowers PGC1a acetylation signal in U2OS cells. AlphaScreen anti-acetyl-lysine; with virally co-expressed GCN5 acetyltransferase. inhibition, % at 15.6 µM. 350,000 compounds, 0.17% hits;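 active means every replicate shows inhibition of at least 40%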;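 further: 0% = neutral control wells and 100% = positive control wells; some results beyond the cut were filed as inactive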
E-selectin induc = induces E-selectin expression in human endothelial cells; P16581; HUVEC E-selectin immunofluorescence imaging; normalized: neutral wells 0, TNF-alpha wells 100; activation, % at 7.58 µM; AID 686992; 260,000 compounds, 0.37% hits;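 active means mean E-selectin-positive cell signal at least 10% of the positive control, reached in at least 60% of replicates, without over 20% cell loss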;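 further: in these data hits start at about 27%; measured in HUVEC primary endothelial cells; signal is the percent of cells scored E-selectin positive by PE staining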
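Read-out basis: % PE-positive cells; Test system: HUVEC primary endothelial cells; Technique: immunofluorescence imaging; Dosing: single-point compound dose.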
RAD54 branch = inhibitors of human RAD54 branch migration. RAD54 Holliday junction branch migration, FAM/BHQ fluorescence. inhibition, % at 10.4 µM. 360,000 compounds, 0.14% hits. AID 602329;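 active means mean normalized replicate activity at least 40 and at least half of replicates scoring 40 or more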;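 further: 0% = median of neutral control wells and 100% = median of positive control wells; inhibitors cause a drop in the FAM fluorescence signal; in these data hits start at about 50%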
Target sequence (Q92698 whole entry, looked up): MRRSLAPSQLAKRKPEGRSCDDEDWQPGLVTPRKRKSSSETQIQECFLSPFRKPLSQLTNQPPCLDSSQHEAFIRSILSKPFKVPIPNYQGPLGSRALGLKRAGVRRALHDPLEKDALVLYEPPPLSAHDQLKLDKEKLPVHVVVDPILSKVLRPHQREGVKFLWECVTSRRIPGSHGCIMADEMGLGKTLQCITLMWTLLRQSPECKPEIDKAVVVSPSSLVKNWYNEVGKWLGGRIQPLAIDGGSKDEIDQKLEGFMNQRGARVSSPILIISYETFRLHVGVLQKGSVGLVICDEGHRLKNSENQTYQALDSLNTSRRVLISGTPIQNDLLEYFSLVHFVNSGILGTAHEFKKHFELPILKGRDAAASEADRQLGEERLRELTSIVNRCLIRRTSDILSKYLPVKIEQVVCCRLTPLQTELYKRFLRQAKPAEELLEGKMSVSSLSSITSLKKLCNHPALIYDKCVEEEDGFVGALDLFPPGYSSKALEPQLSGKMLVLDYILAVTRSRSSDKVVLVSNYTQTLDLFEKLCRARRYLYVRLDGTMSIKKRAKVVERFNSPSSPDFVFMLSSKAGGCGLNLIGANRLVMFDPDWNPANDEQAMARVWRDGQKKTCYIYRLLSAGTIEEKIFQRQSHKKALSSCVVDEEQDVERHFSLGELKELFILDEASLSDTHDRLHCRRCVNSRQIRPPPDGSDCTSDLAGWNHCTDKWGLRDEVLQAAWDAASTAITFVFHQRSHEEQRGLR
RAD52 inh = inhibitors of human RAD52 DNA annealing. P43351. recombinant RAD52 DNA annealing, FRET fluorescence. inhibition, % at 18.7 µM. 360,000 compounds, 0.46% hits. AID 651710;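 active means every replicate showing at least 50% inhibition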
ERAP1 HTS inh = blocks human ERAP1 aminopeptidase activity; Q9NZ08; recombinant ERAP1, Leu-AMC fluorescence, 60 min; inhibition, % at 10.7 µM; 340,000 compounds, 0.15% hits; AID 652197;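 active means mean replicate inhibition of at least 30%, or all replicates individually reaching that 30% level; inactive means mean below 30% and not every replicate reaching it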;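 further: 0% = neutral control wells and 100% = L-leucinethiol positive control wells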
miR-122 sensor = inhibitors of miR-122 in Huh7 cells | Huh7 miR-122 Renilla luciferase sensor, 48 h; neutral wells = 0, positive control = 100 | activation (reporter increase), % at 12.5 µM | 340,000 compounds, 0.3% hits;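 active means mean replicate activation score at least 90 and every replicate individually at or above 90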;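 further: higher luciferase means less miR-122 activity so hits act as miR-122 inhibitors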
PglD inh = blocks C. jejuni PglD acetyltransferase activity; purified PglD enzyme, DTNB colorimetric CoA detection; inhibition, % at 12.5 µM; 360,000 compounds, 0.098% hits; AID 602405; in the data active means inhibition above about 16%, passing the limit was not always enough; further: strong numbers were not always called active
Active calls of the source: *; x = no result given; & = joins results of further samples; [ ] = dose if it differs, or a comment.

SMILES	Cneo AK release	PGC1a acetyl inh	E-selectin induc	RAD54 branch	RAD52 inh	ERAP1 HTS inh	miR-122 sensor	PglD inh
Cc1noc(C)c1S(=O)(=O)Nc1cccc2c1O[C@@H](CN(C)Cc1ccc(C(=O)Nc3ccccc3N)cc1)[C@@H](C)CN([C@@H](C)CO)C2=O	x	-15	0.3	x	4	1	x	x
Cc1c(C(=O)O)cccc1-c1ccc(/C=N/Nc2ccc(Br)cc2)o1	9	0	x	2	x	x	0	3
COc1ccc(CNC(=O)C2COc3ccccc3O2)c(OC)c1 (configuration not stated)	-4	4	x	-1	x	x	-4	-2
Cn1c(SCc2nc3ccccc3[nH]2)nnc1-c1cccs1	-13	x	x	0	-16	4	4	2
O=C(O)c1ccc(/C=N/NC(=O)c2cc3c(ccc4ccccc43)o2)cc1	-1	-12	-0.2	5	-7	-3	1	5
CCC1Oc2ccccc2N(CC(=O)NC2CC2)C1=O (configuration not stated)	-3	x	-0.2	2	-12	-3	x	-4
O=C(NCc1ccccc1)[C@@H]1[C@@H](CO)[C@@H]2Cn3c(cccc3=O)[C@H]1N2C(=O)Cc1ccccn1	1	x	0.1	2	-10	-2	4[16.7 µM]	2
CCOC(=O)C1=CCN(S(=O)(=O)c2ccccc2Cl)C1c1ccc(Cl)c(Cl)c1 (configuration not stated)	2	3	-0.1	-8	-4	0	-4	-1
CCNC(=O)c1ccccc1-c1nc(-c2ccccc2Cl)no1	-4	-8	x	2	x	x	10	2
C[C@H]1CCCCO[C@H](CN(C)C(=O)c2ccccc2)[C@@H](C)CN([C@@H](C)CO)C(=O)c2cc(NS(=O)(=O)c3cccs3)ccc2O1	0	x	x	-2	-35	2	-11[16.7 µM]	-2
N#CCC(=O)NCCCOC(=O)Nc1ccc(Cl)c(Cl)c1	-2	4	x	-22	x	x	-3	0
Cc1ccccc1-n1c(C)nnc1SCC(=O)N1CCc2ccccc2C1	3	-15	x	3	x	x	-8	2
COc1ccc(-n2c(SCC(=O)O)nnc2-c2ccc(NC(=O)c3ccccc3)cc2)cc1	x	5	x	x	-15	-1	-5	x
CCN1CCN(c2cc(C)c3cc(NC(=S)N4CCN(c5ccccc5F)CC4)ccc3n2)CC1	1	1	x	9	16	-8	4	-4
Cc1ccc(C(=O)N/C(=C\c2ccc(-c3ccccc3[N+](=O)[O-])o2)C(=O)NCCCN2CCOCC2)cc1	10	-4	x	2	0	1	-5	-6
Cc1cc(Oc2ccccc2F)nc(NCc2ccccc2)n1	0	-17	x	0	x	x	2	5
CC=Cc1ccc2n(c1=O)C[C@@H]1[C@@H](CO)[C@H](C(=O)NCc3ccccc3)[C@H]2N1Cc1ccccc1OC (mixture of isomers)	x	7	0.5	x	-50	1	x	x
O=C(O)C(Cc1ccccc1)Nc1ccc([N+](=O)[O-])cc1[N+](=O)[O-] (configuration not stated)	0	x	0.4	4	-46	-1	8	1
CCc1ccc(NC(=O)CSc2nnc(-c3cccs3)n2CC)cc1	4	-13	x	1	x	x	-10	5
CC1CCCN(C(=O)CSCC(=O)N=c2sc3ccccc3n2C)C1 (configuration not stated)	-2	3	x	-4	x	x	-1	-3
COc1ccc(OC)c2sc(NC(=O)C3=COCCO3)nc12	-4	-8	0.0	9	1	2	2	-6
C[C@H]1CN([C@@H](C)CO)C(=O)c2cccc(NC(=O)c3ccncc3)c2O[C@H]1CN(C)Cc1ccc(C(=O)Nc2ccccc2N)cc1	x	4	51*	x	19	-2	x	x
C[C@H](CO)N1C[C@H](C)[C@@H](CN(C)CC2CC2)Oc2c(NS(=O)(=O)c3ccc(F)cc3)cccc2C1=O	-7&5	x	0.0&-0.5	-9&-15	4&-5	0&-2	11[16.7 µM]	1&-2
COc1ccc(S(=O)(=O)Nc2cccc(S(=O)(=O)N(C)C)c2)cc1[N+](=O)[O-]	x	-7	-0.5	x	-8	x	26	x
COc1ccc(-c2cc(C(=O)Nc3ccccc3N3CCOCC3)c3ccccc3n2)cc1OC	0	x	7.4	2	3	-2	-2	1

Further records.
SMILES	Cneo AK release	PGC1a acetyl inh	E-selectin induc	RAD54 branch	RAD52 inh	ERAP1 HTS inh	miR-122 sensor	PglD inh
CC(C)N(C(=O)Cn1c(Cl)nc2ccccc21)C(C)C	-3	10	-2.0	1	13	8	0	5
COCc1cccc(-c2csc(C(C)(O)c3cccc(F)c3)n2)c1 (configuration not stated)	-1	-19	0.0	-6	-5	2	-4	-2
CCn1c(/C=C/N(C(C)=O)c2ccccc2)[n+](CC)c2ccc(Cl)cc21	2	x	x	-19	-10	0	-4	4
Cc1ccc(C(c2sc3ncnn3c2O)N2CC(C)CC(C)C2)cc1 (configuration not stated)	4	x	0.0	2	-2	1	16	2
NC(=O)CSc1nccn1Cc1ccc2c(c1)OCO2	1	1	4.1	2	-13	1	x	5
COc1ccccc1NC(=O)N[C@H]1CC[C@@H](CCn2cc(C3(O)CCCC3)nn2)O[C@H]1CO	0	-6	1.2	7	-33	-4	-5[16.7 µM]	-5
Cn1nnnc1SCc1cc(=O)n2ccsc2n1	0	4	x	2	x	x	-4	-2
CC(C)(C)NC(=O)Cn1nnc(-c2ccccc2Cl)n1	1	-9	x	5	x	x	3	-7
C[C@@H]1CN([C@H](C)CO)C(=O)c2cc(-c3cccnc3)cnc2O[C@H]1CN(C)S(C)(=O)=O	0	-1	-1.0	-5	2	2	-1[16.7 µM]	3
N/C(=N\OC(=O)COc1ccc(Cl)cc1Cl)c1ccccn1	x	1	-0.1	x	-9	-4	-13	x
C=CCNC(=O)c1onc(CS(=O)(=O)c2cc(C)cc(C)c2)c1C(=O)NCC=C	1	2	-0.1	-17	-34	12	2	-6
COc1cc(CN2CCCC(C(=O)Nc3cccc(-n4cccn4)c3)C2)ccc1F (configuration not stated)	-4	x	0.5	9	-37	-1	1	0
Cc1[nH]nc(SCC(=O)NC2CCCC2)c1[N+](=O)[O-]	x	-4	-0.6	x	-9	x	12	x
COc1ccc(S(=O)(=O)N(C)CC(=O)O)c2ccccc12	5	-10	x	6	x	x	4	1
CNC(=O)C[C@H]1CC[C@H]2[C@@H](COC[C@@H](O)CN2Cc2ccccc2F)O1	51	2	0.0	2	12	-1	7[16.7 µM]	1
O=C(N[C@@H]1CC[C@H](CCn2cc(C3(O)CCCC3)nn2)O[C@H]1CO)C1CC1	-1	3	0.3	-7	2	-1	x	1
Cc1cn(C2C=CC(CO)O2)c(=O)[nH]c1=O (configuration not stated)	-1	-9	x	-10	x	x	-6	8
Cc1ccc(NC(=O)c2ccc(CSc3nnc(C)s3)cc2)c(C)c1	0	1	x	2	x	x	-2	-8
COc1ccc(NC(=O)Nc2ccccc2OC)cc1	-17	-17	x	-7	x	x	-6	-4
COc1ccc(CN(C)C[C@@H]2Oc3c(NC(=O)Nc4ccccc4)cccc3C(=O)N([C@H](C)CO)C[C@H]2C)cc1	48	3	1.7	5	4	-4	31[16.7 µM]	-1
O=C(Cc1ccc(F)cc1)N1CCN(c2ccc(F)cc2)CC1	0	13	x	-5	-3	1	-4	-2
N#Cc1ccccc1-n1c(N)c(C(=O)N2CCCC2)sc1=S	0	6	x	3	x	x	-2	-1
CCOC(=O)c1[nH]c(C(=O)O)c(CCN(CC)CC)c1C	2	13	x	0	-9	-2	-3	-1
C[C@H]1CN([C@@H](C)CO)C(=O)c2cccc(NC(=O)C3CCCCC3)c2O[C@H]1CN(C)Cc1ccccc1	7	x	-0.2	-7	22	1	31[16.7 µM]	-3
CCN1C(=O)C(O)(C2COC(C)(C)CC2=O)c2cc(Br)ccc21 (configuration not stated)	6	6	x	-3	x	x	3	4

Part of the list above with just RAD54 branch:
mol	RAD54 branch
O=C(NCc1ccccc1)[C@@H]1[C@@H](CO)[C@@H]2Cn3c(cccc3=O)[C@H]1N2C(=O)Cc1ccccn1	2
C[C@H]1CN([C@@H](C)CO)C(=O)c2cccc(NC(=O)C3CCCCC3)c2O[C@H]1CN(C)Cc1ccccc1	-7
C[C@H]1CCCCO[C@H](CN(C)C(=O)c2ccccc2)[C@@H](C)CN([C@@H](C)CO)C(=O)c2cc(NS(=O)(=O)c3cccs3)ccc2O1	-2
CC(C)(C)NC(=O)Cn1nnc(-c2ccccc2Cl)n1	5
CCc1ccc(NC(=O)CSc2nnc(-c3cccs3)n2CC)cc1	1

The listing picks up, repeating the two entries before the break.
SMILES	Cneo AK release	PGC1a acetyl inh	E-selectin induc	RAD54 branch	RAD52 inh	ERAP1 HTS inh	miR-122 sensor	PglD inh
C[C@H]1CN([C@@H](C)CO)C(=O)c2cccc(NC(=O)C3CCCCC3)c2O[C@H]1CN(C)Cc1ccccc1	7	x	-0.2	-7	22	1	31[16.7 µM]	-3
CCN1C(=O)C(O)(C2COC(C)(C)CC2=O)c2cc(Br)ccc21 (configuration not stated)	6	6	x	-3	x	x	3	4
COc1ccc(C(=O)C2CCCN(Cc3cn[nH]c3-c3ccccc3)C2)cc1OC (configuration not stated)	1	0	3.7	-3	-23	21	-1	-5
O=S(=O)(Nc1nc2ccccc2nc1NCCO)c1cccc(Cl)c1	1	x	x	1	x	x	16	0
Nc1nonc1C(=O)N1CCCCC1	0	-1	x	10	-3	0	-1	0
CSCCC(NC(=O)COc1ccccc1)C(=O)N1CCCCCC1 (configuration not stated)	0	2	x	3	-17	-1	-1	4
Cc1nc2nc(C)c(NS(=O)(=O)c3ccc(C4CCCCC4)cc3)c(=O)n2[nH]1	0	-14	1.5	5	-14	-5	-3	-4
CCC1=C2CC[C@H]3C(=O)N(c4ccccc4)C(=O)[C@H]3[C@H]2[C@@]2(C)C(=NCc3ccccc3)OC(=O)N2C1=O	-2	7	0.0	-6	-21	0	2	1
O=C(CN1CCN(c2ncccn2)CC1)NCc1ccccc1	0	-2	x	-9	x	x	-4	-7
CCCc1cc(=O)[nH]c(SCC(=O)c2cc(C)n(CC3CCCO3)c2C)n1 (configuration not stated)	-1	7	x	-4	-24	0	2	4
COc1ccc(NC(=O)N[C@H]2CC[C@@H](CCNC(=O)c3cc(Cl)cc(Cl)c3)O[C@@H]2CO)cc1	-5	4	0.0	-10	-4	2	x	-3
COc1ccc(/C=N/NC(=O)c2cccnc2)cc1	2	x	-0.1	-20	-10	-2	x	4
CCN(CC)S(=O)(=O)c1cc(NC(=O)C(C)N2CCN(Cc3ccc4c(c3)OCO4)CC2)ccc1C (configuration not stated)	3	4	x	0	-9	-1	-17	0
COC(=O)C1=C(CS(=O)(=O)c2ccccc2)NC(=O)NC1c1ccccc1 (configuration not stated)	11	6	-0.3	3	-12	-3	-1	-2

Shown with two lines to a compound: entries from further up.
Below each SMILES: Cneo AK release, PGC1a acetyl inh, E-selectin induc, RAD54 branch, RAD52 inh, ERAP1 HTS inh, miR-122 sensor, PglD inh
COc1ccc(NC(=O)N[C@H]2CC[C@@H](CCNC(=O)c3cc(Cl)cc(Cl)c3)O[C@@H]2CO)cc1
    -5, 4, 0.0, -10, -4, 2, x, -3
O=C(CN1CCN(c2ncccn2)CC1)NCc1ccccc1
    0, -2, x, -9, x, x, -4, -7
COC(=O)C1=C(CS(=O)(=O)c2ccccc2)NC(=O)NC1c1ccccc1 (configuration not stated)
    11, 6, -0.3, 3, -12, -3, -1, -2

Compounds were not picked by outcome; overall some 1.4% were active at least once.
